# HCMV antiviral – qHTS Assay for inhibitors of the human cytomegalovirus (HCMV) | HFF cells, HCMV-luciferase reporter, 72 h; active compounds read low | activity change, negative = inhibition, % at 57.5 µM | 410,000 tested, 4.5% active; in the data active means activity change below about -60%; inconclusive means no clear call, values can overlap the other calls; inactive means above about -39%
#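 Steps: HFFs plated, 16 h 37C; compounds added; HCMV-luciferase added to MOI 1 PFU/cell; 72 h 37C; OneGlo reagent, 5 min room temperature; luminescence read, normalized to controls.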
# AMA1-RON2 inh – qHTS for Inhibitors of AMA1-RON; Towards Development of Antimalarial Drug Lead: Primary Screen. 360,000 tested, 0.2% active. Plasmodium falciparum AMA1 (3D7) - RON2 peptide interaction. AlphaScreen AMA1-biotinylated RON2 peptide binding. Potency, µM (doses to about 58.2 µM), for the others: top-dose activity change, negative = inhibition, actives largely listed as inhibitors;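 further: potency means the concentration at half of the fitted maximal effect; 0% = vehicle wells and -100% = peptide control; nearly all actives have a fitted effect of over 45% in size; some results filed as inactive show a strong effect at the top dose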
#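 AMA1 (3D7) with his tag at 25 nM final met compounds first, then biotinylated RON2 peptide at 25 nM; detection used donor plus acceptor beads, 10 µg/mL apiece, read by AlphaScreen after 30 min at room temperature.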
# FBPA Giardia inh – qHTS Assay for Inhibitors of Fructose-1,6-bisphosphate Aldolase from Giardia Lamblia; 290,000 tested, 0.71% active; Potency, µM (highest dose often 59.6 µM), without a hit: top-dose activity, negative = inhibition, hits mostly inhibitors; A8B2U2; AID 2451, 2010; purified Giardia FBPA; further: potency means the concentration at half of the fitted maximal effect; nearly all actives have a fitted effect of over 55% in size
# Target sequence (A8B2U2 whole entry, looked up): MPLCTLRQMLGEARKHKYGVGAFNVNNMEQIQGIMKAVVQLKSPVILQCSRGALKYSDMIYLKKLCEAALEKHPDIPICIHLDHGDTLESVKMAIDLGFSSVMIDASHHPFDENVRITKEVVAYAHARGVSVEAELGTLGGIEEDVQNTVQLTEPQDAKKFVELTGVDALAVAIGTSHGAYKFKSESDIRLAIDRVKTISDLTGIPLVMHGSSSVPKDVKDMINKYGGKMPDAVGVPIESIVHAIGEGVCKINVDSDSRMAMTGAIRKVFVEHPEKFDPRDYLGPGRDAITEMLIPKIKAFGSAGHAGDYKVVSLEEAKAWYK
#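 40 nM FBPA preincubated 10 min at RT with compound (up to 57.5 uM final), then substrate plus GAPDH/TPI/NAD/arsenate coupling and diaphorase/resazurin added. Fluorescence read after 20 min at RT, 525/598 nm.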
# AmpC no deterg – qHTS Inhibitors of AmpC Beta-Lactamase (assay without detergent) | AmpC nitrocefin hydrolysis, absorbance 480 nm, 0.0001% Triton | Potency, µM (series often up to 57.1 µM), for the others: at the top dose activity change, negative = inhibition, usual class: inhibitors | P00811 | 330,000 tested, 0.52% active | AID 485341, 2010;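 further: potency means the concentration at half of the fitted maximal effect; plate controls were no compound for no effect and no enzyme for full effect; nearly all actives have a fitted effect of over 20% in size; some results filed as inactive show a strong effect at the top dose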
# Target sequence (P00811 whole entry, looked up): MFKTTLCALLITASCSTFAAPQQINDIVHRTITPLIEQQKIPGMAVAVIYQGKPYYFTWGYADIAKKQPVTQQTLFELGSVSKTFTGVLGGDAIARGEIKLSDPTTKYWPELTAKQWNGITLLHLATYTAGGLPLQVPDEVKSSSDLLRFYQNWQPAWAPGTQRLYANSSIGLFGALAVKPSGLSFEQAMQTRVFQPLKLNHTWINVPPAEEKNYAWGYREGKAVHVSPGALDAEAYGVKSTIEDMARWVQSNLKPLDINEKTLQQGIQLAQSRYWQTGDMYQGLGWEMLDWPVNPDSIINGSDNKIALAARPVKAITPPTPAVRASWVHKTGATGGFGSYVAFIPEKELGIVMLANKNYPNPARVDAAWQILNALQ
#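 20 mM phosphate pH 7.0 + 0.01% (detergent screen) or 0.0001% Triton X-100; 5.3 nM AmpC reagent; cpd preinc 15 min RT; nitrocefin (800 uM stock) to start; A480 q20 s × 4 min; Activity was normalised to no-enzyme and no-compound control wells.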
# AmpC inh detg – qHTS Inhibitors of AmpC Beta-Lactamase (assay with detergent); P00811; AmpC hydrolysis of nitrocefin, absorbance 480 nm, 0.01% Triton; Potency, µM (top dose mostly 114 µM), inactives show top-dose activity change, negative = inhibition, most hits filed as inhibitors; 370,000 tested, 0.041% active;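 further: potency means the concentration at half of the fitted maximal effect; 0% = no-compound wells and -100% = no-enzyme wells; nearly all actives have a fitted effect of over 25% in size; some results filed as inactive show a strong effect at the top dose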
#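 20 mM phosphate pH 7.0 + 0.01% (detergent screen) or 0.0001% Triton X-100; 5.3 nM AmpC reagent; cpd preinc 15 min RT; nitrocefin (800 uM stock) to start; A480 q20 s × 4 min; Activity was normalised to no-enzyme and no-compound control wells.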
# Sm TGR inh – qHTS Assay for the Inhibitors of Schistosoma Mansoni Peroxiredoxins | Schistosoma mansoni thioredoxin glutathione reductase (TGR), Q962Y6 | purified TGR, DTNB reduction, TNB absorbance 405 nm | Potency, µM (highest dose often 114 µM), for the others: at the top dose activity change, negative = inhibition, actives largely listed as inhibitors | 360,000 tested, 3% active | AID 485364, 2010; further: potency means the concentration at half of the fitted maximal effect; nearly all actives have a fitted effect of over 60% in size
#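 Kinetic colorimetric format: TGR-catalysed, NADPH-driven DTNB reduction monitored via TNB absorbance. Enzyme dispensed at 20 nM; compound exposure 15 min at room temperature before reaction start.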
# Starred values were filed as active, the others as inactive; ? = inconclusive; . = not tested or not shown; [ ] = another dose, or the depositor's remark. Unless noted, the call rests on the fitted dose curve; in most records, active means well fitted curve in the direction sought with a large enough effect; inconclusive means small, poorly fitted or top-dose-only effect, or another doubt; inactive means no such curve, though single readings can be large; an effect the other way counts as inactive or inconclusive. Unless noted, on the % scale 0 is the no-effect control and ±100 the full control effect.
SMILES,HCMV antiviral,AMA1-RON2 inh,FBPA Giardia inh,AmpC no deterg,AmpC inh detg,Sm TGR inh
Cc1cc(O)c(C2(O)C(=O)Nc3ccccc32)cc1C (stereo unspecified),13,-15%,4%,-11%,-7%,-11%
O=C(CSc1ncnc2c1nnn2-c1ccc(F)cc1)NCC1CCCO1 (stereo unspecified),-13,-5%,12%,-3%,0%,7%
O=C(Cn1cnc2c(cnn2-c2ccc(Cl)cc2)c1=O)N1CCN(c2ccccc2)CC1,?,13%,8%,-22%,-9%,2%
Brc1cccc(CN2CCCCCC2)c1,0,?,-26%,-20%,-5%,3%
Cc1ccc(S(=O)(=O)N2CCC(C(=O)OCCOc3cccc(C)c3)CC2)cc1,8,4%,.,-11%,-15%,-23%
Cc1ccc(NC(=O)CCCN2C(=O)COc3ccc(C)cc32)c(C)c1,-2,.,.,.,9%,2%
CC(NC(=O)[C@@H](NC(=O)[C@@H]1Cc2ccccc2CN1)C(C)C)c1ccccc1 (stereo partly specified),-30,11%,-17%,-3%,2%,0%
COc1cc2c(cc1OC)C(C)N(CC(=O)Nc1ccc(C)c(S(=O)(=O)N3CCOCC3)c1)CC2 (stereo unspecified),?,3%,5%,147%[activator],-15%,-29%
O=C(NCc1ccc(Cl)cc1)C1CCCO1 (stereo unspecified),17,-8%,2%,-13%,-6%,2%
CCN(CC)C(=O)CSc1nc2ccccc2c(=O)n1-c1cccc(OC)c1,22,-3%,6%,42%,?,25%

# An excerpt from above, showing only AmpC inh detg, AmpC no deterg and Sm TGR inh:
SMILES | AmpC inh detg | AmpC no deterg | Sm TGR inh
CC(NC(=O)[C@@H](NC(=O)[C@@H]1Cc2ccccc2CN1)C(C)C)c1ccccc1 (stereo partly specified) | 2% | -3% | 0%
COc1cc2c(cc1OC)C(C)N(CC(=O)Nc1ccc(C)c(S(=O)(=O)N3CCOCC3)c1)CC2 (stereo unspecified) | -15% | 147%[activator] | -29%

# The list continues:
SMILES,HCMV antiviral,AMA1-RON2 inh,FBPA Giardia inh,AmpC no deterg,AmpC inh detg,Sm TGR inh
Cc1ccc(Cl)cc1NC(=O)CN1C(=O)NC2(CCCCCC2)C1=O,-39,-6%[11.6 µM],.,-19%,-8%,0%
COc1ccc(-c2nc(-c3cccs3)no2)cc1,-35,13%,0%,21%,-2%,1%
CC(Sc1nc2ccccc2c(=O)n1C)C(=O)N(C)C1CCCCC1 (stereo unspecified),-79*,1%,.,49%,-5%,3%
CC(C)(C)c1ccc(-c2nnc(N)s2)cc1,56,-2%,0%,-29%,-7%,-1%
COC(=O)CSC1=C(C#N)C(c2ccccc2F)CC(=O)N1 (stereo unspecified),-1,-8%,?,-14%,4%,2%
COc1ccc(O)c(C2NC(CC(C)C)(C(=O)O)C3C(=O)N(Cc4ccccc4)C(=O)C23)c1 (stereo unspecified),-15,74%[activator],-18%,-13%,-1%,-23%
C=CCN1C(=O)C(CC(=O)NCC)SC1=Nc1ccc(S(N)(=O)=O)cc1 (stereo unspecified),-6,4%,2%,-11%,1%,-5%
O=S(=O)(c1cccc(-c2nnc3n2CCCCC3)c1)N1CCCC1,-36,-3%,2%,-10%,?,0%
CCC(=O)Nc1ccc2oc(-c3ccccc3Br)nc2c1,24,-3%,-2%,7%,-2%,-6%
COc1cc(/C=C/C(=O)OCC(=O)N2CCN(C(=O)c3ccco3)CC2)ccc1O,?,10%,-1%,-9%,-14%,?

# By substructure, the entries above containing fluorine.
SMILES,HCMV antiviral,AMA1-RON2 inh,FBPA Giardia inh,AmpC no deterg,AmpC inh detg,Sm TGR inh
O=C(CSc1ncnc2c1nnn2-c1ccc(F)cc1)NCC1CCCO1 (stereo unspecified),-13,-5%,12%,-3%,0%,7%
COC(=O)CSC1=C(C#N)C(c2ccccc2F)CC(=O)N1 (stereo unspecified),-1,-8%,?,-14%,4%,2%

# Additional entries.
SMILES,HCMV antiviral,AMA1-RON2 inh,FBPA Giardia inh,AmpC no deterg,AmpC inh detg,Sm TGR inh
COc1ccc(/C=C/C(=O)Nc2cccc(S(=O)(=O)NC3=NCCCCC3)c2)cc1,-5,-2%,2%,-35%,?,-33%
N#Cc1ccc(COC(=O)c2cccnc2Cl)cc1,-15,-1%,.,-4%,0%,3%
O=C(CC1C(=O)N(Cc2ccccc2)C(=S)N1CCN1CCOCC1)Nc1ccc(F)cc1 (stereo unspecified),-69*,-10%,0%,160%[activator],-8%,.
CCOC(=O)c1c(NC(=O)CN2CCOCC2)sc(C(=O)NC)c1C,5,3%,1%,-5%,6%,-1%
CCOC(=O)c1cccc(NC(=O)CSc2nc3ccccc3c(=O)n2CC)c1,.,-1%,4%,-5%,-3%,4%
COc1ccccc1N1N=C(c2ccc([N+](=O)[O-])cc2)CC1c1ccccc1 (stereo unspecified),15,?,23%,-27%,-19%,-12%
Cc1cc(/C=N/Nc2nc(N3CCOCC3)nc(N3CCOCC3)n2)c(C)n1-c1ccccc1,-33,24%,-12%,173%[activator],-7%,-21%
COc1ccc(CCNc2nc(-c3ccccc3OC)cc(C(F)(F)F)n2)cc1OC,-27,.,.,.,-2%,-10%
CCCC12CN3CC(C)(CN(C1)C3c1ccc(CC)cc1)C2=O (stereo unspecified),20,.,.,.,20%,4%
O=C1NC(=O)N(c2ccc(F)cc2)C(=O)/C1=C/c1ccc(N2CCOCC2)cc1,5,19%,-5%,-34%,3%,1%
CCOC(=O)COc1cc([N+](=O)[O-])cc2cccnc12,-29,-17%,0%,85%[activator],-11%,0%
COc1ccc(-c2noc(CSc3nc(-c4ccccc4)cc(=O)[nH]3)n2)cc1,.,1%,2%,-17%,-3%,-5%
CCOP(=O)(OCC)C(Nc1ccccc1)c1cc(OC)ccc1OC (stereo unspecified),14,-5%,-2%,82%[activator],-1%,7%
COc1cc(S(=O)(=O)Nc2ccccc2)ccc1N=Cc1c(C)[nH]n(-c2ccc(C)cc2)c1=O,.,.,0%,-43%,-13%,2%
Cc1ccc(N2C(=O)CCSC23C(=O)Nc2ccccc23)cc1 (stereo unspecified),-13,-9%,2%,.,-5%,2%
Cc1ccc2c(=O)cc(C(=O)Nc3nc4ccc(Cl)cc4s3)oc2c1C,12,.,.,.,-4%,-10%
Cc1cc(=O)[nH]c(Nc2ccc(N(C)C)cc2)n1,25,-9%,-9%,-6%,1%,1%
COC(=O)c1ccc(N=Cc2c(-c3ccccc3)[nH][nH]c2=O)cc1,110,-2%,-6%,-50%,2%,-1%
O=C(c1ccc(S(=O)(=O)N2CCCC2)cc1)N1CCCCCC1,?,-12%,2%,4%,-1%,15%
CCCCn1c(N2CCC(Cc3ccccc3)CC2)nc2c1c(=O)[nH]c(=O)n2C,-28,-13%,-4%,125%[activator],-1%,4%
O=C(Nc1ccc(N2CCCC2)cc1)c1cccc(Cl)c1,77,-5%,?,-27%,-4%,1%
CCc1nnc(SCc2nc(-c3cccc(Cl)c3)oc2C)c2cc3sc(C)cc3n12,-32,.,.,.,19%,5%
Cc1nn(-c2ccccc2)c(Cl)c1C(=O)NCC(C)c1ccccc1 (stereo unspecified),56,-19%,-4%,60%[activator],?,15%
Cc1ccc(Cn2nnc(C(=O)Nc3cc(C)ccc3C)c2N)cc1,-11,-6%,-1%,-25%,-14%,-25%
Cc1ccc(CNCc2ccc3c(c2)n(C)c(=O)n3C)cc1,-3,.,.,.,23%,9%
CCc1ccc(-c2nc(CS(=O)CC(=O)NCc3cccnc3)c(C)o2)cc1 (stereo unspecified),39,-1%,3%,20%,2%,40µM*
CC1CCN(S(=O)(=O)c2ccc3nc(N4CCN(c5ccccc5F)CC4)ccc3c2)CC1,3,.,.,.,2%,3%
CCc1ccc2c(CN3CCN(Cc4ccccc4)CC3)cc(=O)oc2c1,-4,-23%,16%,72%[activator],-6%,-25%
N#Cc1ccccc1Sc1ccccc1C(=O)OCC(=O)NC1CCS(=O)(=O)C1 (stereo unspecified),-32,2%,-2%,-6%,-8%,7%
CN(C)C(=O)c1ccc(NC(=O)CSc2nnc(-c3ccc4c(c3)OCO4)o2)cc1,0,-3%,.,-15%,?,1%
CCOC(=O)c1csc(NC(=O)c2ccccc2)n1,77,-4%,0%,-20%,-7%,0%
COc1ccccc1NC(=S)N1CCN(C(=O)c2ccco2)CC1,-22,12%,-1%,-20%,-6%,1%
COc1ccc(S(=O)(=O)NCc2ccncc2)cc1NC(=O)c1ccccc1C,-26,-3%,.,-9%,?,-1%
CC(=O)c1ccc(OCC(=O)N2CCN(S(=O)(=O)c3ccc(C)cc3C)CC2)cc1,-37,-2%,5%,78%[activator],10%,14%
Cc1ccc(S(=O)(=O)N2CCN(C(=O)COC(=O)c3c(C)noc3C)CC2)c(C)c1,-20,0%,1%,72%[activator],-1%,-1%
Cc1cccc(N2CCN(C(=S)NCCc3ccccc3)CC2)c1C,-6,17%,15%,17%,2%,4%
COc1cc2c(cc1NC(=S)NC(=O)/C=C/c1ccc(OC)c(OC)c1)oc1ccccc12,4,-4%,-4%,-24%,?,-2%
COc1ccc(-c2nc(NC(=O)C3CC(=O)N(c4ccc5c(c4)OCCO5)C3)sc2C)cc1 (stereo unspecified),-96*,?,-6%,-27%,5%,-4%
O=C(COC(=O)c1ccc(Cl)cc1[N+](=O)[O-])NCc1ccco1,-6,-4%,.,-12%,.,.
O=C(/C(=C/c1cccnc1)n1ccnc1)c1ccc(Cl)cc1Cl,15,15%,5%,96%[activator],0%,6%
Cc1onc(-c2ccccc2Cl)c1C(=O)Nc1ccc(-n2nncc2-c2ccco2)cc1,.,-19%,0%,-52%,-2%,-9%
COc1ccc(N(CC(=O)Nc2cccc(F)c2)S(=O)(=O)c2c(C)[nH]c(=O)[nH]c2=O)cc1,-25,14%,-3%,-27%,-1%,-1%
CCNC(=O)CN(c1ccc(OC)c(OC)c1)S(=O)(=O)c1ccccc1,10,-5%,2%,-8%,1%,2%
O=C(O)CSc1ncnc2sc3c(c12)CCCC3,-31,1%,14%,-10%,1%,10%
CCn1ccc(C(=O)Nc2ccc(S(=O)(=O)Nc3ccccc3OC)cc2)n1,?,-7%,8%,1%,0%,-3%
COc1ccc(/C(C)=N/N2CCOCC2)c(O)c1,-9,-7%,3%,-3%,1%,6%
O=C(c1ccc2ccccc2n1)N1CCN(c2ccccc2Cl)CC1,92,-9%,-17%,-11%[11.4 µM],?,-1%
CCOCCn1c(CN(C)Cc2ccccc2)nc2c1c(=O)n(C)c(=O)n2C,19,-3%,-8%,102%[activator],-10%,2%
O=C(c1snnc1-c1ccccc1)N1CCOCC1,-39,10%,4%,3%,-10%,6%

# The order is random; any-hit rate near 7.8%.
